# GPR35 antagonists: inhibition of zaprinast-stimulated GPR35 beta-arrestin translocation – imaging, U2OS, beta-arrestin-GFP, zaprinast agonist, primary screen (AID 2058). U2OS GPR35 beta-arrestin-GFP translocation imaging, zaprinast antagonism; higher % means a stronger effect. one-dose inhibition, % at 10 µM; IC50 in µM for titrated hits. 0.052% of 290,000 active;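 active = inhibition of at least 50% with at least 30 cells and total cytoplasm GFP at most 10,000,000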
# HIV fusion peptide: inhibitors of HIV fusion peptide binding, primary screen, biochemical, uHTS, fluorescence dequenching (AID 1986); cell-free peptide binding, fluorescence dequenching, 30 min; higher % means a stronger effect; inhibition, % at 20 µM; hits with a dose series show IC50 in µM; 0.3% of 290,000 active; in the data active = inhibition mostly above about 52%, no sharp cut-off; inactive = mostly below about 76%; note: some results filed as inactive read as strong as hits
# NTR1 agonist: agonists of NTR1, primary screen, imaging, U2OS cells, beta-arrestin-GFP, high content (AID 493036). NTR1-U2OS beta-arrestin-GFP spot imaging, agonist mode. activation, % at 20 µM. 0.17% of 330,000 active;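 active = activation at or above 40% of the spot to cytoplasm intensity ratio, with at least 20 cells analyzed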;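 note: 0% = DMSO without peptide and 100% = 100 nM NTR1 peptide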
# Target sequence (P30989 whole entry, looked up): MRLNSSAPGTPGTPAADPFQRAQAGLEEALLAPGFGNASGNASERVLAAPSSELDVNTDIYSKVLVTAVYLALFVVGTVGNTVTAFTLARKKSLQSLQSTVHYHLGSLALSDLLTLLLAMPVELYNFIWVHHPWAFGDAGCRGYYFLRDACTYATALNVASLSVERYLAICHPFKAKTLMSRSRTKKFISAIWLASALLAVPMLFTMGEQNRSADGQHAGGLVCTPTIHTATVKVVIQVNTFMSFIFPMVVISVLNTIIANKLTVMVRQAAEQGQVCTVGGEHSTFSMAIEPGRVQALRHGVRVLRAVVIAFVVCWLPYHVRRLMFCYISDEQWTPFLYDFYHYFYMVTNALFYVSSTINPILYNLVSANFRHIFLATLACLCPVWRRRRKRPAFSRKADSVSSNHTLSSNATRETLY
# Myeloid diff 2: promotes myeloid progenitor differentiation | ER-HoxA9 myeloid progenitors, lysozyme-GFP differentiation, flow cytometry | calls only at 10 µM | 1% of 360,000 active | AID 624256;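 active = normalized GFP-positive differentiation at or above the plate's own cutoff, the solvent-only control mean plus 3 SD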;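 note: cells exposed to compound for four days before flow analysis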
# PhoP inhibition: PhoP-dependent GFP reporter repression – Salmonella Typhimurium, primary screen (AID 1863). inhibition, % at 50 µM; hits with a dose series show IC50 in µM. S. Typhimurium PhoP-regulated promoter GFP reporter, 4 h; higher % means a stronger effect. 0.16% of 300,000 active;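 active = inhibition over 29.93%, a cutoff 3 SD above the screen mean, later confirmed by dose response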;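 note: 0% = low Mg2+ inducing control and 100% = high Mg2+ repressing control; strong numbers were not always called active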
# LYP phosphatase: inhibitors of LYP phosphatase, biochemical, fluorescence intensity, uHTS (AID 1779); inhibition, % at 11.5 µM, or IC50 in µM where a hit was titrated; recombinant LYP phosphatase, fluorescence intensity; higher % means a stronger effect; 0.054% of 290,000 active; in the data active = inhibition above about 50%;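 note: plate controls were vehicle with enzyme for no effect and no enzyme for full effect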
# GPR55 antagonists: GPR55 antagonists blocking LPI-driven arrestin recruitment, primary screen, imaging, U2OS, beta-arrestin-GFP, LPI agonist (AID 2013); U2OS GPR55 beta-arrestin-GFP translocation imaging, LPI antagonism; higher % means a stronger effect; 0.13% of 290,000 active; one-dose inhibition, % at 10 µM; IC50 in µM for titrated hits;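 active = spots per cell inhibited over 60%, with over 100 cells counted and total cytoplasm intensity under 500,000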;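 note: U2OS cells stably carrying GPR55 and arrestin-GFP stimulated by 5 µM LPI near EC80; imaged beta-arrestin-GFP aggregate spots per cell after agonist stimulation; plate controls were LPI-stimulated DMSO wells for no effect and DMSO wells without LPI for full effect; some results filed as inactive read as strong as hits; confirmed hits need IC50 under 10 µM and bright autofluorescent wells are also inconclusive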
# MgcRacGAP inhibition: MgcRacGAP GTPase-activating activity inhibitors, confirmation, biochemical, ADP Hunter fluorescence; 0.6% of 340,000 active; inhibition, % at 30 µM; hits with a dose series show IC50 in µM; MgcRacGAP-stimulated Rac1 GTP hydrolysis, ADP Hunter fluorescence; higher % means a stronger effect; GST-tagged Rac1 F28L mutant substrate; AID 624330;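 active = first-screen hits whose inhibition reached a set limit at any dose in the follow-up dose series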;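 note: fluorescence reports GDP produced by GAP-driven GTP hydrolysis; strong numbers were not always called active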
# SIAH1 antagonists: Siah-1 peptide-binding antagonists, primary screen, biochemical, fluorescence polarization, rhodamine-plectin, uHTS (AID 1817); Siah-1 / rhodamine-plectin peptide fluorescence polarization; higher % means a stronger effect; one-dose displacement, % at 20 µM; IC50 in µM for titrated hits; 0.02% of 290,000 active;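 active = displacement of at least 50% at 20 µM, with a fluorescence ratio check between 0.3 and a set limit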;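 note: plate controls were Siah plus tracer with DMSO for no effect and tracer alone without Siah for full effect; strong numbers were not always called active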
# NTR1 agonist cell count 20 µM: second read-out of NTR1 agonist, no call of its own (marks repeat the call); cell count; measured here: cell count, cytotoxicity flag
# Myeloid diff 2 GFP+ MAC1+ %: further read-out of Myeloid diff 2, marked with its call; GFP+ MAC1+ double positive, %; measured here: differentiation confirmed by MAC1 staining
# Starred values were filed as active, the others as inactive; i = inactive; . = not tested or not shown. The list is partial; the hit share may differ from the screen's.
SMILES,GPR35 antagonists,HIV fusion peptide,NTR1 agonist,NTR1 agonist cell count 20 µM,Myeloid diff 2,Myeloid diff 2 GFP+ MAC1+ %,PhoP inhibition,LYP phosphatase,GPR55 antagonists,MgcRacGAP inhibition,SIAH1 antagonists
COC(=O)C1C2c3ccccc3OC1(C)N=c1s/c(=C/c3cnn(C)c3C)c(=O)n12 (configuration not stated),4.9%,0.4%,-1.6,53,i,0.6,10.2%,-3.0%,6.3%,10.9%,1.0%
CCN(CC)C(=O)Cn1cc(C=C2C(=O)N(C)C(=O)N(C)C2=O)c2ccccc21,-0.2%,9.3%,-0.4,42,i,0.7,-102.1%,-0.9%,7.3%,2.2%,12.3%
CC(Cc1ccccc1Sc1ccccc1)N(C)C (configuration not stated),16.3%,-1.7%,0.2,83,i,2.0,4.0%,-5.7%,12.1%,7.4%,-7.4%
CN(C)[C@@H]1C(=O)C(C(N)=O)=C(O)[C@@]2(O)C(=O)C3=C(O)c4c(O)ccc(Cl)c4[C@@](C)(O)[C@H]3C[C@@H]12,3.8%,17.3%,.,.,i,2.6,9.1%,-7.2%,6.2%,-6.7%,-8.2%
CCCCn1c(O)c(C(C)=NCC2CCCO2)c(=O)[nH]c1=O (configuration not stated),5.3%,3.1%,1.7,67,i,0.5,0.1%,-7.0%,12.9%,9.5%,0.8%

# For reference, part of the list above.
SMILES,GPR35 antagonists,HIV fusion peptide,NTR1 agonist,NTR1 agonist cell count 20 µM,Myeloid diff 2,Myeloid diff 2 GFP+ MAC1+ %,PhoP inhibition,LYP phosphatase,GPR55 antagonists,MgcRacGAP inhibition,SIAH1 antagonists
COC(=O)C1C2c3ccccc3OC1(C)N=c1s/c(=C/c3cnn(C)c3C)c(=O)n12 (configuration not stated),4.9%,0.4%,-1.6,53,i,0.6,10.2%,-3.0%,6.3%,10.9%,1.0%
CCN(CC)C(=O)Cn1cc(C=C2C(=O)N(C)C(=O)N(C)C2=O)c2ccccc21,-0.2%,9.3%,-0.4,42,i,0.7,-102.1%,-0.9%,7.3%,2.2%,12.3%
CC(Cc1ccccc1Sc1ccccc1)N(C)C (configuration not stated),16.3%,-1.7%,0.2,83,i,2.0,4.0%,-5.7%,12.1%,7.4%,-7.4%
CN(C)[C@@H]1C(=O)C(C(N)=O)=C(O)[C@@]2(O)C(=O)C3=C(O)c4c(O)ccc(Cl)c4[C@@](C)(O)[C@H]3C[C@@H]12,3.8%,17.3%,.,.,i,2.6,9.1%,-7.2%,6.2%,-6.7%,-8.2%
CCCCn1c(O)c(C(C)=NCC2CCCO2)c(=O)[nH]c1=O (configuration not stated),5.3%,3.1%,1.7,67,i,0.5,0.1%,-7.0%,12.9%,9.5%,0.8%

# High-throughput results deposited in PubChem BioAssay by several laboratories.
